BioA inh – BioA (M. tuberculosis) enzyme inhibition; inhibition, % at 9.99 µM; AID 602481; 360,000 tested, 0.096% active; purified M. tuberculosis BioA enzyme, plate reader; in the data active = inhibition above about 40%
Starred values were filed as active, the others as inactive. A portion of the library; the hit share may differ from the screen's.

compound	BioA inh
CNC[C@H]1Oc2ccc(NC(=O)Nc3ccc(F)cc3)cc2CC(=O)N([C@H](C)CO)C[C@@H]1C	-0.8
C[C@@H]1CN([C@@H](C)CO)C(=O)c2cc(-c3cccc(F)c3)cnc2O[C@@H]1CN(C)C(=O)C1CCCCC1	0.5
C[C@H](CO)N1C[C@H](C)[C@@H](CN(C)CC2CCCCC2)OCCCC[C@H](C)Oc2ccc(NC(=O)c3ccccc3)cc2C1=O	1.9
COc1ccc(NC(=O)Nc2cccc3c2O[C@@H](CN(C)Cc2ccncc2)[C@H](C)CN([C@H](C)CO)C3=O)cc1	-2.8
CCCC(=O)Nc1ccc2c(c1)C(=O)N(C)[C@H]1CC[C@H](CC(=O)NCCc3ccccc3)O[C@@H]1CO2	-0.1
CCCNC(=O)N[C@H]1C=C[C@H](CC(=O)N2CCN(C)CC2)O[C@@H]1CO	-0.7
C[C@@H]1CN([C@H](C)CO)S(=O)(=O)c2ccc(C#Cc3ccccn3)cc2O[C@@H]1CN(C)Cc1ccc(F)cc1	0.2
O=C(O)[C@H]1[C@H](CO)[C@H]2Cn3c(ccc(-c4ccccc4)c3=O)[C@H]2N1Cc1ccccc1F	2.9
Cc1noc(C)c1NC(=O)Nc1ccc2c(c1)C(=O)N([C@@H](C)CO)C[C@@H](C)[C@@H](CN(C)S(=O)(=O)c1cccs1)OCCCC[C@H](C)O2	-1.7
C[C@H]1CN([C@@H](C)CO)C(=O)c2cc(-c3ccccc3)cnc2O[C@H]1CN(C)C(=O)Cc1ccccc1	1.3
CC(C)(C)[S@@](=O)N1Cc2cc(C(=O)NCCc3ccncc3)nc(-c3cccc(-c4cccc(C#N)c4)c3)c2[C@H]1CCO	22
COCC(=O)N1C[C@H]2[C@@H](c3ccccc31)[C@H](CO)N2C(=O)c1ccncc1	3.7
COc1ccccc1S(=O)(=O)N(C)C[C@H]1Oc2ncc(-c3ccc(C)cc3)cc2C(=O)N([C@@H](C)CO)C[C@H]1C	0.9
O=C(CC(F)(F)F)N1C[C@@H]2[C@H](c3ccccc31)[C@H](CO)N2C(=O)c1cccnc1	-3.5
Cc1ccccc1S(=O)(=O)N1CC[C@@H]2[C@H](CO)Nc3ccc(-c4ccc(F)cc4)cc3[C@@H]21	13
C[C@@H]1CN([C@H](C)CO)C(=O)Cc2cc(NC(=O)Nc3ccc4c(c3)OCO4)ccc2O[C@@H]1CN(C)Cc1ccc2c(c1)OCO2	-0.4
C[C@H](CO)N1C[C@H](C)[C@H](CN(C)C(=O)CC2CC2)Oc2cc(C#CC3CC3)ccc2S1(=O)=O	4.3
COc1ccc(CN(C)C[C@@H]2Oc3ccc(NC(=O)Cn4cnnn4)cc3C(=O)N([C@@H](C)CO)C[C@H]2C)cc1	6.6
O=C(C1CC1)N1CC[C@@H]2[C@H]1c1cc(C#Cc3ccccc3F)ccc1N[C@@H]2CO	-1.3
CCS(=O)(=O)Nc1ccc2c(c1)C(=O)N(C)C[C@@H](OC)[C@H](C)CN(C(=O)C1CCC1)[C@H](C)CO2	-1.1
C[C@@H]1CN([C@@H](C)CO)C(=O)c2cc(C#C[C@@H](C)O)cnc2O[C@@H]1CN(C)C(=O)c1ccncc1	-2.2
C[C@@H](O)C#Cc1ccc([C@@H]2[C@@H](CO)N3CCCCN(C(=O)c4ccc5c(c4)OCO5)C[C@@H]23)cc1	3.0
C[C@@H]1CN([C@@H](C)CO)C(=O)c2cc(NC(=O)Nc3ccc(C(F)(F)F)cc3)ccc2O[C@@H](C)CCCCO[C@H]1CN(C)Cc1ccc(C(=O)O)cc1	3.7
CCCC#Cc1ccc2c(c1)O[C@H](CN(C)Cc1cncnc1)[C@@H](C)CN([C@H](C)CO)S2(=O)=O	0.3
CN1C[C@H]2[C@@H](c3ccccc31)[C@@H](CO)N2Cc1ccccc1F	-5.8
Cc1cc(C(=O)Nc2cccc3c2O[C@H](CN(C)C)[C@H](C)CN([C@H](C)CO)C3=O)n(C)n1	-0.1
CC(C)NC(=O)N1CC[C@@H]2[C@H]1c1cc(-c3cccc(F)c3)ccc1N(C)[C@@H]2CO	2.9
C[C@@H]1CN([C@H](C)CO)C(=O)c2cc(-c3ccc(F)cc3)cnc2O[C@@H]1CN(C)CC1CCCC1	-3.5
C[C@H]1CN([C@@H](C)CO)C(=O)c2cccc(NC(=O)C3CCOCC3)c2O[C@H]1CN(C)C(=O)Nc1ccc(F)cc1	-1.5
O=C(C[C@H]1CC[C@@H](NS(=O)(=O)c2ccc(F)cc2)[C@H](CO)O1)N1CCN(c2ccccc2)CC1	1.2
C[C@H](CO)N1C[C@H](C)[C@H](CN(C)C(=O)Nc2cccc3ccccc23)OCCCC[C@H](C)Oc2ccc(NC(=O)Cc3ccccc3)cc2C1=O	-0.3
C[C@@H]1CN([C@@H](C)CO)C(=O)c2cc(NC(=O)Nc3ccc(C(F)(F)F)cc3)ccc2O[C@H]1CN(C)C(=O)Nc1cccc2ccccc12	-0.9
CN(C[C@@H]1[C@@H](c2ccccc2)[C@H](CO)N1CC1CC1)C(=O)c1cccc(F)c1	2.4
CN(C)C(=O)C[C@@H]1CC[C@@H](NC(=O)C2CCC2)[C@H](CO)O1	-2.5
CO[C@@H]1CN(C)C(=O)c2cc(NS(C)(=O)=O)ccc2OC[C@@H](C)N(C(=O)C2CCCCC2)C[C@H]1C	-1.6
C[C@@H]1CN([C@H](C)CO)C(=O)Cc2cc(NC(=O)Cc3cn(C)c4ccccc34)ccc2O[C@@H]1CN(C)Cc1ccc(C(F)(F)F)cc1	-2.3
C[C@@H]1CN([C@@H](C)CO)C(=O)c2cccc(NC(=O)NC3CCCCC3)c2O[C@H]1CN(C)Cc1ccc(C(=O)O)cc1	-3.6
C[C@@H]1CCCCO[C@H](CN(C)C(=O)CCCN(C)C)[C@@H](C)CN([C@@H](C)CO)C(=O)c2cc(NC(=O)Nc3ccccc3)ccc2O1	-0.7
C[C@@H]1CN([C@@H](C)CO)C(=O)c2cc(NC(=O)CCCN(C)C)ccc2O[C@@H]1CN(C)Cc1ccccc1	-0.1
Cc1ccc(S(=O)(=O)N(C)C[C@@H]2Oc3ncc(-c4ccc(F)cc4)cc3C(=O)N([C@H](C)CO)C[C@@H]2C)cc1	3.9
C[C@@H]1CCCCO[C@@H](CN(C)Cc2ccc(C(F)(F)F)cc2)[C@@H](C)CN([C@H](C)CO)C(=O)c2cc(NS(=O)(=O)c3ccc(F)cc3)ccc2O1	1.2
C[C@@H]1CN([C@@H](C)CO)C(=O)Cc2cc(NC(=O)c3ccncc3)ccc2O[C@H]1CN(C)CC1CCCCC1	4.4
C[C@@H]1CN([C@H](C)CO)C(=O)Cc2cc(NC(=O)Cn3cnnn3)ccc2O[C@@H]1CN(C)CC1CC1	-1.5
CNC[C@@H]1Oc2ccc(NC(=O)Nc3ccc(F)cc3)cc2C(=O)N([C@@H](C)CO)C[C@H]1C	3.7
COc1cccc(S(=O)(=O)N2CCCCN3[C@H](C2)[C@@H](c2ccc(C#CC4CC4)cc2)[C@@H]3CO)c1	0.1
CO[C@@H]1CN(C)C(=O)c2ccc(NC(=O)C3CCCC3)cc2OC[C@H](C)N(CCC(F)(F)F)C[C@H]1C	0.5
O=C(Nc1ccc(F)cc1)N[C@H]1CC[C@@H](CC(=O)N2CCCCC2)O[C@@H]1CO	-2.3
CN1CCN(C(=O)C[C@H]2CC[C@H]3[C@@H](COC[C@H](O)CN3C(=O)Cc3ccccc3)O2)CC1	-4.1
Cc1ccc(S(=O)(=O)N(C)C[C@@H]2Oc3ccc(NC(=O)Cn4cnnn4)cc3C(=O)N([C@H](C)CO)C[C@H]2C)cc1	4.3
C[C@@H]1CN([C@H](C)CO)C(=O)c2cc(NC(=O)C3CCCCC3)ccc2O[C@H]1CN(C)C(=O)Nc1ccccc1	4.6
CCCC(=O)Nc1ccc2c(c1)OC[C@@H](C)N(C(C)=O)C[C@H](C)[C@@H](OC)CN(C)C2=O	-1.9
Cc1ccc(S(=O)(=O)N[C@@H]2CC[C@H](CCNC(=O)CN3CCOCC3)O[C@@H]2CO)cc1	-3.2
Cc1ccc(-c2ccc3c(c2)O[C@@H](CN(C)C(=O)Nc2ccc(C(F)(F)F)cc2)[C@H](C)CN([C@H](C)CO)S3(=O)=O)cc1	0.8
C[C@@H]1CN([C@@H](C)CO)C(=O)c2cc(NC(=O)Nc3cccc4ccccc34)ccc2O[C@@H](C)CCCCO[C@H]1CN(C)Cc1ccc(C(F)(F)F)cc1	3.7
C[C@@H]1CN([C@H](C)CO)C(=O)c2cc(C3=CCCC3)cnc2O[C@H]1CN(C)Cc1ccc(C(=O)O)cc1	-2.1
CCC(=O)N(C)C[C@H]1Oc2cc(C#Cc3ccccc3)ccc2S(=O)(=O)N([C@H](C)CO)C[C@H]1C	-4.9
C[C@H]1CN([C@@H](C)CO)C(=O)c2cc(NC(=O)CCCCCC(=O)Nc3ccccc3N)ccc2O[C@H]1CN(C)C(=O)Nc1ccc(C(F)(F)F)cc1	-1.4
C[C@@H]1CN([C@@H](C)CO)C(=O)c2cc(NC(=O)NC3CCCCC3)ccc2O[C@@H](C)CCCCO[C@H]1CN(C)S(=O)(=O)c1ccccc1	-2.0
O=C(CC1CC1)Nc1ccc2c(c1)[C@H]1C[C@@H](CC(=O)N3CCCCC3)O[C@H](CO)[C@H]1O2	0.2
C/C=C/c1cnc2c(c1)C(=O)N([C@H](C)CO)C[C@H](C)[C@H](CN(C)C(=O)Nc1ccc(OC)cc1)O2	-3.5

Next section.
compound	BioA inh
CN1c2ccc(-c3cccc(C#N)c3)cc2[C@@H]2[C@@H](CCN2C(=O)NC2CCCCC2)[C@H]1CO	3.9
C[C@H](NC(=O)C[C@@H]1C=C[C@H](NC(=O)C2CCOCC2)[C@@H](CO)O1)c1ccccc1	5.0
CCCC#Cc1ccc2c(c1)O[C@H](CN(C)C(=O)COC)[C@@H](C)CN([C@H](C)CO)S2(=O)=O	0.2
COc1ccc(S(=O)(=O)Nc2cccc3c2O[C@@H](CN(C)Cc2ccncc2)[C@H](C)CN([C@H](C)CO)C3=O)cc1	3.4
O=C(Cc1ccccn1)N[C@H]1CC[C@@H](CCNC(=O)c2cc(Cl)cc(Cl)c2)O[C@@H]1CO	-5.2
CO[C@H]1CN(C)C(=O)c2cc(NC(=O)C3CC3)ccc2OC[C@@H](C)N(C(=O)C2CCCCC2)C[C@@H]1C	-0.5
COc1ccc(NC(=O)Nc2ccc3c(c2)C(=O)N([C@H](C)CO)C[C@H](C)[C@H](CN(C)C(=O)CCCN(C)C)OCCCC[C@H](C)O3)cc1	-3.7
O=C(Nc1ccccc1)C1=C[C@@H](c2ccc3c(c2)Cc2ccccc2-3)C[C@@H](OCCCCO)O1	0.9
COc1ccccc1NC(=O)N1C[C@H](O)COC[C@H]2O[C@H](CC(=O)NCCc3ccccc3)CC[C@@H]21	-4.6
C[C@@H]1CN([C@H](C)CO)C(=O)c2cccc(NC(=O)C3CC3)c2O[C@@H]1CN(C)Cc1ccc2c(c1)OCO2	-1.7
COCC1=C([C@H](O)c2ccccc2)[C@H](CO)[C@@H]2C(=O)N(Cc3ccccc3)C(=O)[C@@H]2C1	-0.4
CN1C(=O)c2cc(NC(=O)c3ccc(F)c(F)c3)ccc2OC[C@@H]2O[C@@H](CC(=O)N[C@H]3CCN(Cc4ccccc4)C3)CC[C@H]21	10
CO[C@@H]1CN(C)C(=O)c2cc(NC(C)=O)ccc2OC[C@@H](C)NC[C@@H]1C	-3.0
CCCN(C)C[C@H]1OCCCC[C@H](C)Oc2ccc(NS(=O)(=O)c3ccc(Cl)cc3)cc2C(=O)N([C@@H](C)CO)C[C@H]1C	-3.2
Cc1noc(C)c1NC(=O)N(C)C[C@@H]1OCCCC[C@H](C)Oc2ccc(NC(=O)c3ccncc3)cc2C(=O)N([C@@H](C)CO)C[C@H]1C	-4.2
COc1ccc(NC(=O)N(C)C[C@H]2Oc3ncc(C#C[C@@H](C)O)cc3C(=O)N([C@@H](C)CO)C[C@H]2C)cc1	-0.4
C[C@H](NC(=O)C[C@@H]1CC[C@@H]2[C@H](COC[C@@H](O)CN2Cc2cc(F)ccc2F)O1)c1ccccc1	0.9
CCCC#Cc1cnc2c(c1)C(=O)N([C@@H](C)CO)C[C@H](C)[C@@H](CN(C)C(=O)c1cccnc1)O2	-0.6
C[C@@H]1CCCCO[C@@H](CN(C)C(=O)Nc2ccc3c(c2)OCO3)[C@@H](C)CN([C@H](C)CO)C(=O)c2cc(NC(=O)Nc3cccc4ccccc34)ccc2O1	-0.5

Entries from the list above that have a CF3 group (9):
compound	BioA inh
O=C(CC(F)(F)F)N1C[C@@H]2[C@H](c3ccccc31)[C@H](CO)N2C(=O)c1cccnc1	-3.5
C[C@@H]1CN([C@@H](C)CO)C(=O)c2cc(NC(=O)Nc3ccc(C(F)(F)F)cc3)ccc2O[C@@H](C)CCCCO[C@H]1CN(C)Cc1ccc(C(=O)O)cc1	3.7
C[C@@H]1CN([C@@H](C)CO)C(=O)c2cc(NC(=O)Nc3ccc(C(F)(F)F)cc3)ccc2O[C@H]1CN(C)C(=O)Nc1cccc2ccccc12	-0.9
C[C@@H]1CN([C@H](C)CO)C(=O)Cc2cc(NC(=O)Cc3cn(C)c4ccccc34)ccc2O[C@@H]1CN(C)Cc1ccc(C(F)(F)F)cc1	-2.3
C[C@@H]1CCCCO[C@@H](CN(C)Cc2ccc(C(F)(F)F)cc2)[C@@H](C)CN([C@H](C)CO)C(=O)c2cc(NS(=O)(=O)c3ccc(F)cc3)ccc2O1	1.2
CO[C@@H]1CN(C)C(=O)c2ccc(NC(=O)C3CCCC3)cc2OC[C@H](C)N(CCC(F)(F)F)C[C@H]1C	0.5
Cc1ccc(-c2ccc3c(c2)O[C@@H](CN(C)C(=O)Nc2ccc(C(F)(F)F)cc2)[C@H](C)CN([C@H](C)CO)S3(=O)=O)cc1	0.8
C[C@@H]1CN([C@@H](C)CO)C(=O)c2cc(NC(=O)Nc3cccc4ccccc34)ccc2O[C@@H](C)CCCCO[C@H]1CN(C)Cc1ccc(C(F)(F)F)cc1	3.7
C[C@H]1CN([C@@H](C)CO)C(=O)c2cc(NC(=O)CCCCCC(=O)Nc3ccccc3N)ccc2O[C@H]1CN(C)C(=O)Nc1ccc(C(F)(F)F)cc1	-1.4
